Screening results as filed in PubChem.
RAD54 branch – inhibitors of human RAD54 branch migration; RAD54 Holliday junction branch migration, FAM/BHQ fluorescence; Q92698; AID 602329; 360,000 compounds, 0.14% hits; inhibition, % at 10.4 µM;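 active means mean normalized replicate activity at least 40 and at least half of replicates scoring 40 or more; inconclusive means only one of the two criteria met; inactive means mean below 40 and under half of replicates reaching 40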;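 further: 0% = median of neutral control wells and 100% = median of positive control wells; inhibitors cause a drop in the FAM fluorescence signal; in these data hits start at about 50%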
Xi reactivation – reactivates the inactive X chromosome in mouse fibroblasts; activation, % at 7.58 µM; XiGFP mouse fibroblasts, % GFP-positive cells imaging, 3 d; cells co-treated with 5-aza-dC sensitizer; scaled so ellipticine positive control = 100%; 360,000 compounds, 0.055% hits;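 active means mean normalized replicate activation at least 10% and every replicate at or above 10%; inconclusive means only one of the two criteria met; inactive means mean below 10% and not all replicates reach 10%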;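 further: 0% = median of on-plate neutral control wells and 100% = ellipticine 6 µM median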
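System: SV40-immortalized XiGFP fibroblast cells, line 68-5-11 / Incubation: 3-day compound exposure, then 15 min fixation at room temperature / Compound: single concentration per compound, delivered by pin transfer / Buffer or medium: DMEM plus 5-aza-dC sensitizer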
ERAP1 inh – ERAP1 (human) enzyme inhibition; Q9NZ08; recombinant ERAP1, Leu-AMC fluorescence, 60 min; inhibition, % at 10.7 µM; 340,000 compounds, 0.15% hits;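 active means mean replicate inhibition of at least 30%, or all replicates individually reaching that 30% level; inactive means mean below 30% and not every replicate reaching it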;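 further: 0% = neutral control wells and 100% = L-leucinethiol positive control wells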
S100A4 inh HTS – S100A4-myosin IIA interaction inhibition; P26447; S100A4/TAMRA-MyoIIA peptide fluorescence polarization; inhibition, % at 10.7 µM; 360,000 compounds, 0.14% hits; AID 652163;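 active means mean inhibition of at least 70% across replicates, with every replicate also reaching that level; inconclusive means mean inhibition reaches 70% but some replicates fall short; inactive means mean inhibition below 70%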
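Test system: S100A4 monomer protein; Medium: HEPES pH 7.2 with CaCl2, KCl, NaCl, DTT, Triton; Probe or stimulus: TAMRA-labelled myosin IIA heavy-chain peptide probe, 5 nM; Doses: one dose per compound; Times: polarization read 5 min after assay mix addition, stable 5–60 min; Benchmarks: neutral control DMSO, positive control TFP.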
E-sel inducer – E-selectin induction on HUVECs; HUVEC E-selectin immunofluorescence imaging; normalized: neutral wells 0, TNF-alpha wells 100; activation, % at 7.58 µM; 260,000 compounds, 0.37% hits; AID 686992;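 active means mean E-selectin-positive cell signal at least 10% of the positive control, reached in at least 60% of replicates, without over 20% cell loss; inconclusive means no rule given, readout overlaps actives, possibly toxicity-flagged; inactive means the rest, including those meeting only one limit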;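 further: in these data hits start at about 27%; measured in HUVEC primary endothelial cells; signal is the percent of cells scored E-selectin positive by PE staining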
Target sequence (P16581 whole entry, looked up): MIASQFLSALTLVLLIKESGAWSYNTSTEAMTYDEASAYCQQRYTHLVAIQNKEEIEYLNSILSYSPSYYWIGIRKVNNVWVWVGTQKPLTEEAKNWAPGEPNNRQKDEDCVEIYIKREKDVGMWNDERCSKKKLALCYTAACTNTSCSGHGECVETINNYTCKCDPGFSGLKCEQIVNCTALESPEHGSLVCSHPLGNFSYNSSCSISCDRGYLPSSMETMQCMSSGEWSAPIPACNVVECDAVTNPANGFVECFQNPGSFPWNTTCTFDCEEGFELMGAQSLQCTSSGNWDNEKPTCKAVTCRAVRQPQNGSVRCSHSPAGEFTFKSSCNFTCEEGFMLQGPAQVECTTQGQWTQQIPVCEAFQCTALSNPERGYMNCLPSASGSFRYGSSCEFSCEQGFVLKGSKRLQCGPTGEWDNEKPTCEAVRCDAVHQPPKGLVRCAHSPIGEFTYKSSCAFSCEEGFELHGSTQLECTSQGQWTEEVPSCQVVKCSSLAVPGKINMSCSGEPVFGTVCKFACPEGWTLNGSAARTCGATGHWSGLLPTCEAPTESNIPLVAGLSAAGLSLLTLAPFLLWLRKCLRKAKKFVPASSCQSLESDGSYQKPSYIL
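System: HUVEC / Compound: single concentration / Signal: immunofluorescence imaging / Read-out: percent E-selectin-positive cells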
esBAF inh – blocks esBAF chromatin remodeling in mouse ES cells. Bmi1-luciferase knock-in reporter, 24 h; 100% = twice the neutral-well signal. reporter increase, % at 12.5 µM. 350,000 compounds, 2% hits. AID 602393; in the data active means activation above about 40%; inconclusive means no clear call, values can overlap the other calls;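 further: 0% = median of the plate's neutral control wells and 100% = double that signal; a rise in the Bmi1 reporter signal indicates esBAF inhibition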
RAD52 inh – inhibitors of human RAD52 DNA annealing. recombinant RAD52 DNA annealing, FRET fluorescence. inhibition, % at 18.7 µM. 360,000 compounds, 0.46% hits. AID 651710;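 active means every replicate showing at least 50% inhibition; inconclusive means mean inhibition at least 50% but not in every replicate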
ERp5 block – ERp5 (human) disulfide isomerase inhibition; inhibition, % at 9.99 µM; 350,000 compounds, 0.05% hits; Q15084; ERp5 insulin aggregation, absorbance 650 nm, 90 min;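 active means mean replicate inhibition above about 25%, with every replicate also reaching it, limit read from the data, passing the limit was not always enough; inconclusive means only one of those two criteria met; inactive means neither criterion met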
Target sequence (Q15084 whole entry, looked up): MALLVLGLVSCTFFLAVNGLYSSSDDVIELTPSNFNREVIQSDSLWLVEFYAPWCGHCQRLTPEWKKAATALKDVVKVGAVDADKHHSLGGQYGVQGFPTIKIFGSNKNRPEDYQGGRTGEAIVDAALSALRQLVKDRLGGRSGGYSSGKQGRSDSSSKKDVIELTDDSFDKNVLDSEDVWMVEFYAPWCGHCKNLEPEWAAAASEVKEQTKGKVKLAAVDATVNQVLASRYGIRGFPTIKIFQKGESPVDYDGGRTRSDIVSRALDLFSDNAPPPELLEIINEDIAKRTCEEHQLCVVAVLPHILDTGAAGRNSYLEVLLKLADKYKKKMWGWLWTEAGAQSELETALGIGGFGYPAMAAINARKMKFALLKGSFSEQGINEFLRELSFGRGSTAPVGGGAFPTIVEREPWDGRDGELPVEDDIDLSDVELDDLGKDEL
Active calls of the source: *; & = joins results of further samples. Rows are unselected; any-hit rate near 2.5%.

How did COc1cccc(/C=C/C(=O)OCC(=O)NCCc2ccccc2)c1 do in these assays?
Xi reactivation: 0.2; ERAP1 inh: -6; S100A4 inh HTS: 6; E-sel inducer: 0.8; esBAF inh: 2; RAD52 inh: -17; ERp5 block: 1

What do the screens show for `Cc1noc(C)c1NC(=O)Nc1ccc2c(c1)C(=O)N([C@H](C)CO)C[C@H](C)[C@H](CN(C)C(=O)Cc1ccccc1)OCCCC[C@H](C)O2`?
RAD54 branch: -10; Xi reactivation: 0.1; ERAP1 inh: 2; S100A4 inh HTS: 1; E-sel inducer: 0.1; esBAF inh: 2; RAD52 inh: 9; ERp5 block: 2

Results for C/C(=N\NC(=O)Cc1ccc(F)cc1)c1ccc(O)cc1 ?
Xi reactivation: 0.1; ERAP1 inh: 0; S100A4 inh HTS: -1; E-sel inducer: 0.0; RAD52 inh: -5; ERp5 block: -3

Results for O=[N+]([O-])c1ccc(OCCCCCN2CCOCC2)cc1 ?
RAD54 branch: -5; Xi reactivation: 0.0; ERAP1 inh: -2; S100A4 inh HTS: -1; E-sel inducer: 0.1; esBAF inh: -2; RAD52 inh: -4; ERp5 block: -2

How did CN(Cc1ccccc1)C(=O)COC(=O)c1c[nH]c2ccccc12 do in these assays?
RAD54 branch: -2; Xi reactivation: -0.1; ERAP1 inh: -2; S100A4 inh HTS: 0; E-sel inducer: -0.7; esBAF inh: inconclusive; RAD52 inh: -64; ERp5 block: 2

Results for C#CCNC(=O)C1=C[C@@H](c2ccccc2)[C@H](CCCO)[C@@H](OCC)O1 ?
RAD54 branch: -4; Xi reactivation: 0.1; ERAP1 inh: 2&-4; S100A4 inh HTS: -2&1; E-sel inducer: -0.2; esBAF inh: 3; RAD52 inh: -9&20; ERp5 block: -2&2

What do the screens show for `COCCNC(=S)NNC(=O)c1cc(C2CC2)nc2ccccc12`?
RAD54 branch: 2; Xi reactivation: 0.0; ERAP1 inh: -4; S100A4 inh HTS: -6; E-sel inducer: -0.5; esBAF inh: 1; RAD52 inh: -9; ERp5 block: 0

Results for Cc1cc(C)cc(C(=O)NCC(=O)OCC(=O)N(C)c2ccccc2)c1 ?
Xi reactivation: 0.1; ERAP1 inh: 0; S100A4 inh HTS: 0; E-sel inducer: 1.3; RAD52 inh: 6; ERp5 block: 3

What do the screens show for `O=C(CN1CCOc2ccccc21)NCc1ccc(Cl)cc1`?
RAD54 branch: -6; Xi reactivation: 0.2; S100A4 inh HTS: 9; E-sel inducer: 0.1; esBAF inh: 6; RAD52 inh: -21; ERp5 block: 3

Results for CNC(=O)CSc1nc2ccccc2c(=O)n1C1CCCCC1 ?
RAD54 branch: -10; Xi reactivation: 0.3; S100A4 inh HTS: 10; E-sel inducer: 0.2; esBAF inh: -5; RAD52 inh: -12; ERp5 block: 4

How did Cc1noc(C)c1S(=O)(=O)N(CC(=O)NC1CCCC1)c1ccc(C(C)C)cc1 do in these assays?
RAD54 branch: 11; Xi reactivation: 0.0; ERAP1 inh: 2; S100A4 inh HTS: -2; esBAF inh: 3; RAD52 inh: -3; ERp5 block: -6

Results for Cc1cccc(N2CCN(C(=S)c3ccc([N+](=O)[O-])cc3)CC2)c1 ?
Xi reactivation: 0.3; ERAP1 inh: 1; S100A4 inh HTS: -7; RAD52 inh: -5; ERp5 block: -1

Gathered by group: the entries above with four or more nitrogen atoms (two)
What do the screens show for `Cc1noc(C)c1NC(=O)Nc1ccc2c(c1)C(=O)N([C@H](C)CO)C[C@H](C)[C@H](CN(C)C(=O)Cc1ccccc1)OCCCC[C@H](C)O2`?
RAD54 branch: -10; Xi reactivation: 0.1; ERAP1 inh: 2; S100A4 inh HTS: 1; E-sel inducer: 0.1; esBAF inh: 2; RAD52 inh: 9; ERp5 block: 2

What do the screens show for `COCCNC(=S)NNC(=O)c1cc(C2CC2)nc2ccccc12`?
RAD54 branch: 2; Xi reactivation: 0.0; ERAP1 inh: -4; S100A4 inh HTS: -6; E-sel inducer: -0.5; esBAF inh: 1; RAD52 inh: -9; ERp5 block: 0

Other results:
Results for COc1ccccc1NC(=O)N[C@H]1CC[C@@H](CCn2cc(-c3ccccc3)nn2)O[C@@H]1CO ?
RAD54 branch: -15; Xi reactivation: -0.1; ERAP1 inh: 0; S100A4 inh HTS: 5; E-sel inducer: -0.5; esBAF inh: -3; RAD52 inh: -2; ERp5 block: -3

Results for COc1ccnc2c1c(=O)n(Cc1cccc(F)c1)c(=O)n2C ?
RAD54 branch: 4; Xi reactivation: 0.1; ERAP1 inh: 1; S100A4 inh HTS: -1; esBAF inh: 0; RAD52 inh: -15; ERp5 block: -9

What do the screens show for `O=C(C[C@H]1CC[C@H]2NC[C@H](O)COC[C@@H]2O1)NCCN1CCCC1`?
Xi reactivation: 0.2; ERAP1 inh: 2; S100A4 inh HTS: 17; E-sel inducer: 0.2; RAD52 inh: -20; ERp5 block: 3

Results for COc1ccc(C(C)=O)cc1COC(=O)C1CC(=O)N(Cc2ccccc2)C1 (stereo unspecified) ?
RAD54 branch: 1; Xi reactivation: 0.1; ERAP1 inh: -3; S100A4 inh HTS: 0; E-sel inducer: -0.7; esBAF inh: -1; RAD52 inh: -8; ERp5 block: 5

How did Nc1nc(-c2ccccc2)c(CCCOc2ccc(NC(=O)CBr)cc2)c(=O)[nH]1 do in these assays?
RAD54 branch: -6; Xi reactivation: -0.2; ERAP1 inh: -2; S100A4 inh HTS: -9; esBAF inh: 0; RAD52 inh: 2; ERp5 block: -1

What do the screens show for `C[C@H](CO)N1C[C@H](C)[C@H](CN(C)S(=O)(=O)c2ccc(F)cc2)Oc2ncc(-c3cccc(C(F)(F)F)c3)cc2C1=O`?
RAD54 branch: 0; Xi reactivation: -0.5; ERAP1 inh: 1; S100A4 inh HTS: 1; E-sel inducer: 0.3; esBAF inh: -2; RAD52 inh: 19; ERp5 block: 2

How did CN(CC(=O)Nc1ccc(Cl)c(C(F)(F)F)c1)C(=O)C1(c2ccccc2)CC1 do in these assays?
RAD54 branch: 8; Xi reactivation: 0.1; ERAP1 inh: -2; S100A4 inh HTS: 1; E-sel inducer: 0.3; esBAF inh: -3; RAD52 inh: 0; ERp5 block: -3

What do the screens show for `N#C/C(=C\c1ccc(-c2ccc(C(=O)O)cc2)o1)c1nc2ccccc2[nH]1`?
Xi reactivation: 0.1; ERAP1 inh: 7; S100A4 inh HTS: 17; RAD52 inh: -68; ERp5 block: -7

Results for C[C@@H]1CCCCO[C@H](CN(C)C(=O)C2CCCCC2)[C@@H](C)CN([C@@H](C)CO)C(=O)c2cc(NS(=O)(=O)c3ccccc3)ccc2O1 ?
RAD54 branch: -21; Xi reactivation: 0.0; ERAP1 inh: 1; S100A4 inh HTS: -5; E-sel inducer: -0.2; esBAF inh: 6; RAD52 inh: 2; ERp5 block: 3

Results for CC1=CC=CC2=NC(=O)CC(C)(C(=O)N(CC(=O)NC3CCCC3)c3ccc(F)cc3)N12 (stereo unspecified) ?
RAD54 branch: 6; Xi reactivation: 0.1; ERAP1 inh: -3; S100A4 inh HTS: -2; esBAF inh: 5; RAD52 inh: -3; ERp5 block: -13

How did CC(=O)c1c(C)[nH]c(C(=O)NCC2CCCCC2)c1C do in these assays?
RAD54 branch: -5; Xi reactivation: 0.0; ERAP1 inh: -2; S100A4 inh HTS: -3; esBAF inh: 20; RAD52 inh: -5; ERp5 block: -4

How did O=C(C[C@@H]1C=C[C@@H](NS(=O)(=O)c2ccc(F)cc2)[C@H](CO)O1)NC1CCCCC1 do in these assays?
RAD54 branch: -2; Xi reactivation: 0.1; ERAP1 inh: 0; S100A4 inh HTS: 32; E-sel inducer: -0.5; esBAF inh: 5; RAD52 inh: 3; ERp5 block: 2

How did Nc1ncc(-c2ccc(F)cc2)nc1N1CCN(CCO)CC1 do in these assays?
RAD54 branch: 3; Xi reactivation: 0.1; ERAP1 inh: 2; S100A4 inh HTS: -2; E-sel inducer: -0.1; esBAF inh: -1; RAD52 inh: -15; ERp5 block: -4

How did COc1ccc(S(=O)(=O)Nc2ccc3c(c2)CC(=O)N([C@H](C)CO)C[C@@H](C)[C@H](CN(C)CC2CC2)O3)cc1 do in these assays?
RAD54 branch: 2; Xi reactivation: 6.6; ERAP1 inh: 1; S100A4 inh HTS: 1; E-sel inducer: -0.1; esBAF inh: 1; RAD52 inh: -8; ERp5 block: 1

Results for COc1ccc(S(N)(=O)=O)cc1C(=O)OCCCOC(=O)c1cc(S(N)(=O)=O)ccc1OC ?
RAD54 branch: -6; Xi reactivation: 0.0; ERAP1 inh: 1; S100A4 inh HTS: 0; E-sel inducer: -0.2; esBAF inh: 6; RAD52 inh: -10; ERp5 block: -9

Results for CSc1ncnc2c1ncn2CCCNCCCc1ccccc1 ?
RAD54 branch: -6; Xi reactivation: 0.0; ERAP1 inh: 2; S100A4 inh HTS: -3; E-sel inducer: -0.1; esBAF inh: 1; RAD52 inh: -12; ERp5 block: 2

What do the screens show for `C=CCN(c1ccccc1)S(=O)(=O)c1ccc2c(c1)NC(=O)C(C)S2` (stereo unspecified)?
RAD54 branch: -1; Xi reactivation: 0.0; ERAP1 inh: 4; S100A4 inh HTS: 4; E-sel inducer: 0.0; esBAF inh: 0; RAD52 inh: -21; ERp5 block: 8

How did C[C@@H]1CCCCO[C@H](CN(C)S(=O)(=O)c2cccs2)[C@@H](C)CN([C@H](C)CO)C(=O)c2cc(NS(=O)(=O)c3cn(C)cn3)ccc2O1 do in these assays?
RAD54 branch: 3; Xi reactivation: 0.2; ERAP1 inh: 0; S100A4 inh HTS: 2; esBAF inh: -10; RAD52 inh: 31; ERp5 block: 2

Results for CCC(=O)Nc1ccc2c(c1)C(=O)N(C)C[C@H](OC)[C@H](C)CN(CC1CC1)[C@H](C)CO2 ?
RAD54 branch: 2; Xi reactivation: -0.4; ERAP1 inh: -1; S100A4 inh HTS: -8; E-sel inducer: -0.1; esBAF inh: 4; RAD52 inh: -4; ERp5 block: 1

How did Cn1cc(C(=O)Nc2ccc(Cl)cc2)c(C(F)(F)F)n1 do in these assays?
RAD54 branch: 4; Xi reactivation: 0.2; ERAP1 inh: -6; S100A4 inh HTS: 6; esBAF inh: -3; RAD52 inh: -15; ERp5 block: 0

How did Cc1nnc(NC(=O)CSc2nc3[nH]ncc3c(=O)[nH]2)s1 do in these assays?
RAD54 branch: 8; Xi reactivation: 0.2; ERAP1 inh: 1; S100A4 inh HTS: -8; E-sel inducer: -0.1; RAD52 inh: -28; ERp5 block: 1

What do the screens show for `COc1ccc(NC(=O)N[C@H]2C=C[C@@H](CC(=O)NCc3ccccn3)O[C@H]2CO)cc1`?
RAD54 branch: 6; Xi reactivation: -0.3; ERAP1 inh: -1; S100A4 inh HTS: -28; E-sel inducer: 0.2; esBAF inh: 1; RAD52 inh: -8; ERp5 block: 5

Results for CCOc1ccccc1C(=O)NC(C(=O)Nc1cccnc1)C(C)C (stereo unspecified) ?
Xi reactivation: -0.8; ERAP1 inh: 3; S100A4 inh HTS: 3; E-sel inducer: 1.5; RAD52 inh: 15; ERp5 block: 0
